Screening results deposited in PubChem by National Center for Advancing Translational Sciences (NCATS).
Pin1 inhibitor – human Pin1 inhibition; hit rate 0.009% among 390,000; Potency, µM (doses to about 115 µM), inactives show at the top dose activity, negative = inhibition, usual class: inhibitors; AID 504891; Pin1 FP peptide displacement, HiFluor488, 10 min; Q13526; active = well fitted inhibition curve with a large enough effect in the polarisation, with a control signal flat, not every such curve was filed as active; inconclusive = small, poorly fitted or top-dose-only effect, or effect the other way, or a change in a side signal; inactive = no such curve, though single readings can be large or run the other way; the % refers to the polarisation; note: potency is the fitted concentration of half-maximal effect; % is set by controls: 0 for no effect and ±100 for the full control effect
Target sequence (Q13526 whole entry, looked up): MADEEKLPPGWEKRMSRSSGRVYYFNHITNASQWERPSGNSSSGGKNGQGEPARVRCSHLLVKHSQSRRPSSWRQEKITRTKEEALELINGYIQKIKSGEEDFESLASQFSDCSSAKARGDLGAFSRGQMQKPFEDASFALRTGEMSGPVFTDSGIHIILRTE
Tb PGK inh – inhibitors of T. brucei phosphoglycerate kinase; P07378; PGK/GAPDH coupled, Kinase-Glo luminescence, 60 min; Potency, µM (doses to about 57.5 µM), without a hit: at the top dose activity change, negative = inhibition, hits mostly inhibitors; hit rate 0.043% among 380,000; AID 602233; note: potency is the fitted concentration of half-maximal effect; % is set by controls: 0 for no effect and ±100 for the full control effect; nearly all actives have a fitted effect of over 60% in size
Target sequence (P07378 whole entry, looked up): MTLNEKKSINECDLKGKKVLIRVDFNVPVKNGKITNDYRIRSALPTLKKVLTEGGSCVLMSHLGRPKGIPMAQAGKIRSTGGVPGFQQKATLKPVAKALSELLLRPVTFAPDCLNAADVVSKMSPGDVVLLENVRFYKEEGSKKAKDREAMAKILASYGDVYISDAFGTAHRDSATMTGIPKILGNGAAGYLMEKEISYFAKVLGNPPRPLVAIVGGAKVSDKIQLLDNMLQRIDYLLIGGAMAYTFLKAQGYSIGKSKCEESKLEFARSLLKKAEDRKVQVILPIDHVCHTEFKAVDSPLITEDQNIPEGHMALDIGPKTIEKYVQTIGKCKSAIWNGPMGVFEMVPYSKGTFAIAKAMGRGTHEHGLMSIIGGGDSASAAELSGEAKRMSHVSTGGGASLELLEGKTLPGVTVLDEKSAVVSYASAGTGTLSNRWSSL
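Recombinant glycosomal PGK reaction used 1,3-bisphosphoglycerate generated in-well by GAPDH (100nM final) in 100mM TEA pH 7.6, 5mM MgCl2, 0.01% Tween-20. After 60 minutes at room temperature, ATP was read by Kinase-Glo Plus luminescence end-point.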
JMJD2A Tudor – blocks the human JMJD2A Tudor domain | hit rate 4.4% among 390,000 | O75164 | Potency, µM (titrated, usually from 114 µM), inactives show top-dose activity change, negative = inhibition, most hits filed as inhibitors | AlphaScreen JMJD2A-Tudor / H3K4me3 peptide binding; note: potency is the fitted concentration of half-maximal effect; % is set by controls: 0 for no effect and ±100 for the full control effect; nearly all actives have a fitted effect of over 50% in size
PI4K2A block – PI4K2A (human) kinase inhibition; activity change, negative = inhibition, % at 76.9 µM; hit rate 0.13% among 420,000; AID 1346378; purified PI4K2A, ADP-Glo luminescence, 1 h; stronger effect = lower value; in the data active = activity change below about -50%; inconclusive = mostly about -30% to -49%;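 note: -100% = wells without enzyme as full effect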
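PI4K2A activity was measured by ADP-Glo luminescence: enzyme (4 ug/mL stock) and phosphatidylinositol (1.2 mM stock) in Tris pH 7.5/MgCl2/EGTA/Triton X-100 buffer were reacted with ATP (300 microM stock) for one hour at ambient temperature.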
GLS inhibitor – glutaminase GLS (human) inhibition | GLS enzymatic activity, qHTS titration | Potency, µM (titrated, usually from 45.5 µM), without a hit: at the highest dose activity change, negative = inhibition, hits mostly inhibitors | O94925 | hit rate 0.21% among 410,000 | AID 624170; note: potency is the fitted concentration of half-maximal effect; % is set by controls: 0 for no effect and ±100 for the full control effect
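hKGA in 45 mM KH2PO4 pH 8.2, 0.02% Tween-20 with pin-transferred compounds; 1 mM L-glutamine (stock) plus glutamate oxidase/HRP/Amplex Red coupling added. Fluorescence read initially and after 30 min at RT.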
HP1b binding inh – HP1-beta chromodomain-methylated histone interaction inhibition | P83916 | AlphaScreen HP1-beta / biotin-H3K9me3 peptide binding | Potency, µM (titrated, usually from 114 µM), for inactives: top-dose activity change, negative = inhibition, hits mostly inhibitors | hit rate 0.56% among 390,000 | AID 540317; note: potency is the fitted concentration of half-maximal effect; nearly all actives have a fitted effect of over 70% in size; inactives centre near 23
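Compound inhibition of the preformed complex between 50 nM HP1-beta and 50 nM biotinylated H3K9me3 peptide was read by AlphaScreen. Buffer was PBS pH 7.4 with 0.01% Tween-20. Incubations ran 30 min at room temperature, with 10 ug/mL donor/acceptor beads.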
G9a inh – blocks human histone lysine methyltransferase G9a. Q96KQ7. G9a H3K9 monomethylation, AlphaScreen, 2 h. Potency, µM (highest dose often 102 µM), inactives show top-dose activity, negative = inhibition, actives largely listed as inhibitors. hit rate 8.8% among 350,000. AID 504332; note: potency is the fitted concentration of half-maximal effect; % is set by controls: 0 for no effect and ±100 for the full control effect; nearly all actives have a fitted effect of over 75% in size
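Readings reflect AlphaScreen signal from monomethyl-H3K9 antibody detection. HMT at 20 nM; substrate b-H3K9 500 nM; cofactor SAM 20 uM; 2 h RT reaction; compounds tested as titrations in qHTS with 15 min preincubation.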
ERG Ets-DNA blk – inhibitors of human ERG Ets domain-DNA interaction; fluorescence polarization, His-ERG Ets domain / labelled DNA; Potency, µM (titrated, usually from 76.9 µM), without a hit: at the top dose FP activity, negative = inhibition, hits mostly inhibitors; P11308; hit rate 0.028% among 370,000; AID 624246; active = well fitted inhibition curve with a large enough effect in the polarisation, with a control signal flat; inconclusive = small, poorly fitted or top-dose-only effect, or effect the other way, or a change in a side signal; inactive = no such curve, though single readings can be large or run the other way; the % refers to the polarisation;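 note: polarization taken with two DNA probes labelled with fluorescein and Texas red; potency is the fitted concentration of half-maximal effect; % of control where 0% means no effect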
Target sequence (P11308 whole entry, looked up, the tested form may be a part): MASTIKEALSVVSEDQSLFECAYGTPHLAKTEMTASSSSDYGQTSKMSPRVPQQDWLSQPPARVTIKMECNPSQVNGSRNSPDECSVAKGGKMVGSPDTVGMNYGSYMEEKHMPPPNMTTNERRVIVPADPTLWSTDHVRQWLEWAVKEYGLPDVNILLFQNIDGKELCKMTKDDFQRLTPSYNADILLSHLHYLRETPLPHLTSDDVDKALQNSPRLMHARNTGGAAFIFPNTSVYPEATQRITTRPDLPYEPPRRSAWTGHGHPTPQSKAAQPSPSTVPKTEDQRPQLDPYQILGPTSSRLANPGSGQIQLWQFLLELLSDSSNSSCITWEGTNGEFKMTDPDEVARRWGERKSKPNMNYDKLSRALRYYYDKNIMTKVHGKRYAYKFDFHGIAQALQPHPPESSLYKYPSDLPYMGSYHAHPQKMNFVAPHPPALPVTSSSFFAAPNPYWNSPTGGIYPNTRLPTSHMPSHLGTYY
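His-tagged ERG Ets domain (1 uM in the protein solution; 300mM KCl, 50mM Tris-HCl, 1mM EDTA, 1mM DTT, pH 7.5) received compound, then a probe mix of 5 nM fluorescein-DNA and 100nM Texas-615-DNA. Fluorescence polarization was read for both dyes.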
BAZ2B block – blocks human BAZ2B | Q9UIF8 | Potency, µM (top dose mostly 114 µM), inactives show at the top dose activity change, negative = inhibition, most hits filed as inhibitors | AlphaScreen BAZ2B-H3K14Ac peptide displacement | hit rate 4.4% among 360,000 | AID 504333; note: potency is the fitted concentration of half-maximal effect; % is set by controls: 0 for no effect and ±100 for the full control effect; nearly all actives have a fitted effect of over 60% in size
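AlphaScreen luminescence quantifies BAZ2B engagement of H3K14Ac peptide; the protein and biotinylated peptide are both at 50 nM final, buffer PBS pH 7.4 with 0.01% Tween-20, all steps at room temperature.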
* = called active by the depositor; i = inactive; ? = inconclusive; nt = not tested or not shown; & = joins results of further samples; [ ] = dose if it differs, or a comment. Unless noted, calls come from the whole dose curve; as a rule, active = well fitted curve in the direction sought with a large enough effect; inconclusive = small, poorly fitted or top-dose-only effect, or another doubt; inactive = no such curve, though single readings can be large; an effect the other way counts as inactive or inconclusive.

(1) COc1cc(CNCCN2CCOCC2)ccc1OCc1cccc(Cl)c1
(2) CC1CCc2cc(F)ccc2N1C(=O)CSc1nnc2c3cc(F)ccc3n(C)c2n1 (centres undefined)
(3) CCOc1ccc(NC(=O)CNc2ccc(C)cc2Cl)cc1
(4) C=CCNC(=O)COC(=O)c1cccnc1Nc1ccccc1F
(5) CCCCCCCNC(=O)C1(CC2CC(c3ccc(Cl)cc3)=NO2)CCN(C(=O)c2cc(OCC)c(OCC)c(OCC)c2)CC1 (centres undefined)
(6) CN1CCN(C(=O)C2=C[C@H](c3csc4ccccc34)C[C@H](OCCCCO)O2)CC1
(7) CCOc1cc(-c2noc(N)c2C(=O)OC)cc(OCC)c1OCC
(8) O=C1NC(=O)/C(=C\c2ccc(Sc3ccc(Cl)cc3)o2)N1

Assay by compound	1	2	3	4	5	6	7	8
GLS inhibitor	2%	3%	9%	0%	-1%	1%	1%	1%
BAZ2B block	-10%	8%	-4%	-18%	-31%	?	4%	-33%
PI4K2A block	-4	0	1	0	0	0	-2	-7
Tb PGK inh	11%	0%	-6%	-4%	3%	-5%	-3%	-7%
ERG Ets-DNA blk	0%	-3%	-3%	-5%	-7%	2%	0%	9%
G9a inh	-1%[59 µM]	23%[59 µM]	-5%[59 µM]	5%[12.7 µM]	0%	-39%[59 µM]	19%[59 µM]	-40%[59 µM]
Pin1 inhibitor	2%	8%	?	-9%	9%	-1%	-2%	21%
HP1b binding inh	20%	49%[activator]	10%	34%[activator]	17%	30%	31%	4%
JMJD2A Tudor	-19%	0%	?	-3%	-23%	-20%	-14%	-36%

(9) COc1ccc(OC)c(CCNC(=O)C(C)n2nc(C)c3c(C)n(-c4ccc(C)cc4)nc3c2=O)c1 (centres undefined)
(10) COc1ccc(/C=C/c2c(-c3ccccc3OC)sc3ccccc23)cc1OC
(11) COc1cccc(C(=O)N(Cc2cccc(Cl)c2)Cc2ccco2)c1
(12) CC1=C(C(=O)OCc2ccccc2)C(/C=C/c2ccccc2)NC(=S)N1 (centres undefined)
(13) O=C(Cc1cccs1)NNC(=S)NC(=O)c1ccccc1
(14) COc1ccc(NC(=O)N(Cc2nnc3n2CCCCC3)c2ccc(OC)c(Cl)c2)cc1
(15) CC(C)CNC(=O)c1ccccc1NC(=O)CCSc1ccccc1
(16) CC(C)(C)N1C(=O)[C@H]2[C@@H](c3ccc(Br)cc3)N3C(=O)N(c4ccccc4)C(=O)[C@@]3(Cc3ccccc3)[C@H]2C1=O

Assay by compound	9	10	11	12	13	14	15	16
GLS inhibitor	-1%&-10%	-3%	-2%	-22%	19%	2%	2%	-13%
BAZ2B block	-38%&-20%	nt	27%	?	10%	1%	3%	3%
PI4K2A block	-3&-6	4	-1	-2	7	3	2	2
Tb PGK inh	0%&-6%	-9%	nt	-8%	4%	11%	-8%	-10%
ERG Ets-DNA blk	85%&1%[activator]	1%	-1%	-7%	-1%	-2%	-3%	10%
G9a inh	0%[59 µM]	nt	-21%[59 µM]	9%[59 µM]	?	-34%[59 µM]	19%	-4%[2.33 µM]
Pin1 inhibitor	0%&0%	10%	-2%	7%	3%	0%	2%	8%
HP1b binding inh	16%&38%	53%[activator]	44%[activator]	-4%	19%	23%[57 µM]	47%[activator]	44%[activator]
JMJD2A Tudor	-32%&-2%	1%	-9%	?	50µM*	3%	-3%	-11%

(17) CCN(C(=O)COC(=O)c1oc2ccc(OC)cc2c1C)C1CCS(=O)(=O)C1 (centres undefined)
(18) O=C(Nc1ccc(Oc2cccnc2)cc1)C1CCN(Cc2ccccc2F)CC1
(19) N=C(N)SCc1cn(-c2ccccc2)nc1-c1ccc(Br)cc1
(20) CNS(=O)(=O)c1cn(CC(=O)Nc2ccc(F)cc2F)cc1S(=O)(=O)NC
(21) CCOc1ccc(N(CC)S(=O)(=O)N2CCCC(C(=O)NCc3ccccc3OCC)C2)cc1 (centres undefined)
(22) CCCn1c2ccccc2c2nnc(SCCN3CCOCC3)nc21
(23) Nc1cc(N)nc(SCC(=O)c2ccccc2)n1
(24) CCOC(=O)C(=Cc1c[nH]c2ccc(S(=O)(=O)N(C)C)cc12)C(=O)OCC

Assay by compound	17	18	19	20	21	22	23	24
GLS inhibitor	-5%	3%	-9%	-9%	4%	3%	0%	-15%
BAZ2B block	12%	-16%	-31%	-8%	-12%	-20%	0%	-17%
PI4K2A block	-2	6	-2	2	-1	2	0	1
Tb PGK inh	-8%	8%	i	11%	-1%	-1%	-5%	-1%
ERG Ets-DNA blk	3%	-6%	-3%	0%	-2%	2%	-1%	22%
G9a inh	-42%	-4%	50µM*	-20%[59 µM]	-2%[59 µM]	?	9%[12.7 µM]	-3%
Pin1 inhibitor	0%	-1%	1%	-6%	2%	-4%	1%	0%
HP1b binding inh	18%	7%	-10%	26%	38%	37%	-19%	-7%
JMJD2A Tudor	1%	-20%	-27%	-4%	-13%	-24%	-17%	-32%

(25) CCN(Cc1ccccc1)C(=O)COC(=O)Cn1cnc2ccccc21
(26) CC(C)c1ccc(NC2CCCN(C(=O)c3cnn(C(C)C)c3)C2)cc1 (centres undefined)
(27) CCSc1cc(N2CCCC2)nc(-c2ccccc2Cl)n1
(28) Cc1ccc2c(=O)c(C(=O)c3ccccc3)cn(CC(=O)Nc3ccc(C)c(Cl)c3)c2n1
(29) CCn1nc(C(=O)NCCc2ccc(S(N)(=O)=O)cc2)c2ccccc2c1=O
(30) COC(=O)CC(NC(=O)C1CC1)c1ccc2c(c1)OCO2 (centres undefined)
(31) NS(=O)(=O)c1ccc(OC(=O)CNC(=O)OCc2ccccc2)cc1
(32) COc1ccc(C(=O)N/C(=C\c2ccco2)C(=O)NCc2ccco2)cc1

Assay by compound	25	26	27	28	29	30	31	32
GLS inhibitor	1%	-14%	-4%	1%	2%	4%	2%	8%
BAZ2B block	-14%	-3%	76%[activator]	11%[57.1 µM]	-6%	2%	nt	-18%
PI4K2A block	0	0	0	-2	-4	-1	6	0
Tb PGK inh	-2%	-7%	-6%	-2%	-3%	-6%	5%	i
ERG Ets-DNA blk	4%	-2%	2%	8%	1%	0%	3%	1%
G9a inh	-22%	58%	120%[activator][59 µM]	-22%[59 µM]	4%[59 µM]	2%	nt	-22%
Pin1 inhibitor	-1%	5%	2%	?	-1%	-10%	-1%	-1%
HP1b binding inh	32%[activator]	12%	15%	37%	26%	13%	27%	15%
JMJD2A Tudor	-7%	-21%	-12%	-1%	-9%	-10%	-6%	-35%

(33) CN(C)/C=N/c1cc(=O)n(Cc2ccccc2)c(=O)n1C
(34) COc1ccccc1OCCNC(=O)CCC(=O)N1CCOCC1
(35) CCNc1nc(NCC)nc(N(C#N)C(C)C)n1
(36) C/C(=N/NC(=O)Nc1ccccc1)c1ccc(C)cc1
(37) CCCC(=O)NC(=S)Nc1cc(-c2nc3ncccc3o2)ccc1C

Assay by compound	33	34	35	36	37
GLS inhibitor	-2%	-7%	4%	-7%	0%
BAZ2B block	4%	-1%	0%	2%	-33%
PI4K2A block	1	-4	-3	0	11
Tb PGK inh	-6%	i	i	-6%	-7%
ERG Ets-DNA blk	1%	-16%	19%	1%	-7%
G9a inh	1%	-28%	12%	7%[59 µM]	?
Pin1 inhibitor	-4%	-4%	-7%	2%	10%
HP1b binding inh	18%	32%	-3%	18%	31%
JMJD2A Tudor	-7%	-6%	-11%	-20%	-4%

Among those listed so far, 8 contain an aryl methoxy group:
(1) COc1cc(CNCCN2CCOCC2)ccc1OCc1cccc(Cl)c1
(9) COc1ccc(OC)c(CCNC(=O)C(C)n2nc(C)c3c(C)n(-c4ccc(C)cc4)nc3c2=O)c1 (centres undefined)
(10) COc1ccc(/C=C/c2c(-c3ccccc3OC)sc3ccccc23)cc1OC
(11) COc1cccc(C(=O)N(Cc2cccc(Cl)c2)Cc2ccco2)c1
(14) COc1ccc(NC(=O)N(Cc2nnc3n2CCCCC3)c2ccc(OC)c(Cl)c2)cc1
(17) CCN(C(=O)COC(=O)c1oc2ccc(OC)cc2c1C)C1CCS(=O)(=O)C1 (centres undefined)
(32) COc1ccc(C(=O)N/C(=C\c2ccco2)C(=O)NCc2ccco2)cc1
(34) COc1ccccc1OCCNC(=O)CCC(=O)N1CCOCC1

Assay by compound	1	9	10	11	14	17	32	34
GLS inhibitor	2%	-1%&-10%	-3%	-2%	2%	-5%	8%	-7%
BAZ2B block	-10%	-38%&-20%	nt	27%	1%	12%	-18%	-1%
PI4K2A block	-4	-3&-6	4	-1	3	-2	0	-4
Tb PGK inh	11%	0%&-6%	-9%	nt	11%	-8%	i	i
ERG Ets-DNA blk	0%	85%&1%[activator]	1%	-1%	-2%	3%	1%	-16%
G9a inh	-1%[59 µM]	0%[59 µM]	nt	-21%[59 µM]	-34%[59 µM]	-42%	-22%	-28%
Pin1 inhibitor	2%	0%&0%	10%	-2%	0%	0%	-1%	-4%
HP1b binding inh	20%	16%&38%	53%[activator]	44%[activator]	23%[57 µM]	18%	15%	32%
JMJD2A Tudor	-19%	-32%&-2%	1%	-9%	3%	1%	-35%	-6%
